PMI act satM6P – human PMI activators, high substrate, primary screen, biochemical, fluorescence intensity, near-saturating mannose 6-phosphate. Mannose-6-phosphate isomerase (Homo sapiens), P34949. coupled PMI enzyme assay, resazurin fluorescence, 20 min; active compounds read high; 1 = untreated enzyme, 0 = substrate-free blank. activation factor at 20 µM. 190,000 compounds, 0.34% hits. AID 1216, 2008;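 active = activation factor of 2 or more at 20 µM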
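Material: human phosphomannose isomerase with PGI, G6PDH, diaphorase coupling enzymes. Quantity: 15 ng/mL PMI. Medium: HEPES pH 7.4 buffer with MgCl2 and Tween-20. Reagent: Near-saturating mannose-6-phosphate, 1.0 mM. Compound: 20 µM single dose. Times: enzyme reaction with compound 20 min at room temperature. Detection: resorufin fluorescence at Ex 544/Em 590 nm.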
RAM network inh – inhibitors of the yeast RAM network, primary screen, dse1pr::URA3 reporter, 5-FOA selection; S. cerevisiae dse1pr::URA3 reporter, 5-FOA growth OD615, 2 d; analog-sensitive cbk1-as2 kinase mutant strain; inhibition, % at 50 µM; 190,000 compounds, 1.8% hits;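 active = inhibition above a set limit, 3 SD over mean compound inhibition, cut at about 8.4% in these data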;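 note: 0% = DMSO-only wells with no growth and 100% = 10 µM 1-NA-PP1 full growth; inhibition rescues growth on 5-FOA so higher OD means more RAM inhibition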
TNAP inh no acc – human TNAP enzyme inhibitors, primary screen, biochemical, luminescent, no phosphate acceptor, uHTS. purified TNAP, CDP-star luminescence, 30 min. inhibition, % at 20 µM. 200,000 compounds, 0.26% hits. AID 1012, 2008;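 active = tissue-nonspecific alkaline phosphatase inhibition above about 50% at 20 µM in the single-dose screen, limit read from the data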;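 note: 0% = DMSO negative control and 100% = EDTA positive control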
Target sequence (P05186 whole entry, looked up): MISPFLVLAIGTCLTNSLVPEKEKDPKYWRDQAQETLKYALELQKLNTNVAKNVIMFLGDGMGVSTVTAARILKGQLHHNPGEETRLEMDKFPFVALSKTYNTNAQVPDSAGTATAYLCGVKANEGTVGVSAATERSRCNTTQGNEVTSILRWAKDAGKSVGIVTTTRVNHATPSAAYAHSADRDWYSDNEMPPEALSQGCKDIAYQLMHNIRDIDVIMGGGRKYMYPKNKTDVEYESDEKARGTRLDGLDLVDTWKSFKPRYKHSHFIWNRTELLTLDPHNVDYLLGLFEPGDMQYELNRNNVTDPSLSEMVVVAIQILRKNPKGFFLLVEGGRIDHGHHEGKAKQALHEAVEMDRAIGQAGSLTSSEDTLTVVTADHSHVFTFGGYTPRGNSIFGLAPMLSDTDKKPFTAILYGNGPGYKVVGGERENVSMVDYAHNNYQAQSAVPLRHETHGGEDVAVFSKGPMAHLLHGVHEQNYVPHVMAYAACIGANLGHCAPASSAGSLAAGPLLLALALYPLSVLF
PMI activator – activators of human PMI, primary screen, biochemical, fluorescence intensity, near-Km mannose 6-phosphate | purified human PMI, coupled resazurin fluorescence, 20 min; active compounds read high; 1 = vehicle control, 0 substrate-free wells | 190,000 compounds, 0.005% hits | activation factor at 20 µM | AID 1214, 2008;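 active = activation factor of 2 or more at 20 µM, relative to plate controls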
TNAP inh hi DEA – human TNAP enzyme inhibitors, primary screen, biochemical, luminescent, high phosphate acceptor level, uHTS | 200,000 compounds, 0.03% hits | purified TNAP, CDP-star luminescence, 1 M DEA | AID 1135, 2008 | inhibition, % at 20 µM;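 active = over 50% inhibition of tissue-nonspecific alkaline phosphatase at 20 µM in the single-dose screen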;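 note: plate controls were DMSO wells for no effect and EDTA-quenched wells as full inhibition for full effect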
Redox H2O2 prof – compounds producing H2O2 with reducing agent – biochemical, NIH compound library profiling, artefact control for MLSCN library redox annotation, primary screen. DTT-dependent redox cycling H2O2, phenol red/HRP absorbance; 100% = 100 µM peroxide control, 0% = buffer. activation, % at 10 µM. 200,000 compounds, 0.03% hits. AID 878, 2007;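 active = activation of at least 50% relative to the plate's high and low controls in the primary single-dose screen; inactive = activation below 50%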;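 note: compound incubated with DTT at 0.8 mM final as the reducing agent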
Efa HMGR inh – inhibitors of E. faecalis class II HMGR, primary screen, biochemical, Enterococcus faecalis. purified E. faecalis HMGR, NADPH absorbance 340 nm kinetic. AID 1066, 2008. HMG-CoA reductase (Enterococcus faecalis, mvaE). 190,000 compounds, 0.41% hits. inhibition, % at 10 µM;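 active = inhibition above a set limit, the median over all tested compounds plus 3 SD, cut at about 9.5% in these data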;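 note: enzyme runs in reverse so mevalonate oxidation gives rising NADPH absorbance; 0% = complete reaction with DMSO and 100% = background rate lacking mevalonate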
Hsp70 activator – Hsp70 transcriptional activators, primary screen, cell-based, HeLa, Hsp70 promoter luciferase, luminescence, 10 µM. AID 1203, 2008. HeLa Hsp70 promoter luciferase reporter; scaled: vehicle 0, proteasome-inhibitor control 100%. 200,000 compounds, 0.04% hits. activation, % at 10 µM;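 active = activation above the mean across all tested compounds plus 3 SD, cutoff set per campaign, cut at about 5.5% in these data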;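 note: 100% = MG132 at 30 µM as the positive control and 0% = DMSO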
S1P3 antagonist – S1P3 receptor antagonists, primary screen, cell-based | Sphingosine 1-phosphate receptor 3 (Homo sapiens), Q99500 | AID 485, 2006 | inhibition, % at 4.98 µM | 170,000 compounds, 0.27% hits | CHO S1P3 NFAT-BLA reporter, FRET fluorescence, antagonist mode;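 active = inhibition above the plate cutoff, the mean inhibition of test wells on that plate plus 3 SD, cut at about 28% in these data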;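 note: cells challenged with S1P at its EC80 of 0.8 µM; blue over green emission ratio from cleaved BLA substrate after 4 h stimulation; 0% = S1P-stimulated wells and 100% = unstimulated DMSO-only wells; some compounds past the cut are filed as inactive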
Target sequence (Q99500 whole entry, looked up): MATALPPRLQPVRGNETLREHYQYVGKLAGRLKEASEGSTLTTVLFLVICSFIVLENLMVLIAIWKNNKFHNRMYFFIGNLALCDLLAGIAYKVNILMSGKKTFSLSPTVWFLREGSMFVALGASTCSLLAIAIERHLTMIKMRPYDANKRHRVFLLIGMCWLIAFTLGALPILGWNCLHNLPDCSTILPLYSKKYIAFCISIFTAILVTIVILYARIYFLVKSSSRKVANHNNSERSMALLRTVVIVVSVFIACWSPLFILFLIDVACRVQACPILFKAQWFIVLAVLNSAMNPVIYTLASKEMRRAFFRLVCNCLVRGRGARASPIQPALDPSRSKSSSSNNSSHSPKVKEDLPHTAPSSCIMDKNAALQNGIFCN
Lmaj promast – Leishmania major promastigote growth inhibition, primary screen; Leishmania major promastigotes, resazurin fluorescence viability; inhibition, % at 10 µM; 200,000 compounds, 9% hits; in the data active = inhibition above about 50%;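 note: promastigotes grown with compound for 44 hours at 28 °C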
Active calls of the source: *; / = not tested or not shown.

SMILES	PMI act satM6P	RAM network inh	TNAP inh no acc	PMI activator	TNAP inh hi DEA	Redox H2O2 prof	Efa HMGR inh	Hsp70 activator	S1P3 antagonist	Lmaj promast
COc1cccc(/C=C/C(=O)NCCc2ccc(OC)c(OC)c2)c1	1	1.2	8	0.9	1	0.7	2	-0.1	10	-1
CS(=O)(=O)Cc1cc(N2CCCC2)nc(-c2ccccc2)n1	1	-0.1	-6	1	-1	-1.7	-2	0.0	-25	61*
COc1cccc(N2CCN(c3ccc(N4C(=O)CCC4=O)cc3[N+](=O)[O-])CC2)c1	0.8	-0.2	-2	1	2	-1.2	-1	-0.2	9	2
CCOC(=O)N1CCN(C(=S)NC(=O)c2ccc(Br)cc2)CC1	0.9	-0.8	-11	1	-5	-1.9	-1	-0.1	-6	-2
COC(=O)Cn1c(=O)sc2ccccc21	0.9	1.1	-4	0.9	3	-1.6	-2	-0.8	10	-3
CC1(C)Oc2ccc(C(=O)N3CCc4ccccc43)cc2N(CC(=O)N2CCCC2)C1=O	1.1	0.8	-10	1	-6	-2.6	2	0.1	-22	-2
Cc1ccc2c(c1)C(c1ccccc1)N(C(=O)c1cc3ccccc3oc1=O)CC(=O)N2 (stereo unspecified)	0.9	0.7	-8	1	-6	0.3	5	0.1	-6	3
O=C(/C=C/c1cccs1)NCc1ccccc1	1	1.5	-4	1	1	-0.3	0	0.1	-2	-8
C=CCN1C(=O)NC2(O)C(=O)c3ccccc3C12O (stereo unspecified)	0.9	2.7	37	1	3	1.7	-3	-0.3	/	-8
CC(NC(=O)Cn1cc2c(n1)CCCCC2)c1ccccc1 (stereo unspecified)	0.9	-0.1	-21	0.9	-4	-2.6	-1	-0.2	4	-4
CCc1nc(SCC(=O)NCCc2ccccc2)n[nH]1	0.9	1.0	3	0.9	-4	-3.8	-2	-0.2	-2	-5
O=C1C2CCCN2C(c2cccs2)N1c1ccc(F)cc1 (stereo unspecified)	1	2.7	-6	1	6	-0.8	-1	-0.2	6	-1
CCN(CC(=O)Nc1cccc(OC)c1)CC(=O)Nc1ccc(C)cc1Cl	1.1	1.9	-10	1	-1	0.0	-7	-0.3	-5	-2
NC(=NC1CCCCC1)c1ccc([N+](=O)[O-])cc1	1.2	1.5	-10	1.2	-16	-0.1	-5	0.6	/	16
CC1(C)C(=O)Nc2ccccc2N1C(=O)COc1ncnc2c(Cl)cc(Cl)cc12	1	1.2	16	1.1	2	0.6	0	-0.2	/	14
COC(=O)CNS(=O)(=O)c1ccc(OC)cc1	1.1	-0.3	3	1.1	0	3.6	1	-0.1	/	-7
O=C(Nc1nnc(SCc2ccc(F)cc2)s1)C1Cc2ccccc2CN1C(=O)c1ccco1 (stereo unspecified)	0.9	3.4	-8	0.8	-4	-8.0	0	-0.1	/	-4
O=C(CN(C(=O)c1ccccc1Cl)C1CCCCC1)Nc1ccc(Cl)c([N+](=O)[O-])c1	1	4.1	-2	1	-1	1.8	-3	0.2	/	80*
COc1ccc(C(=O)Cc2cc(OC)c(OC)cc2C(=O)c2ccccc2F)cc1OC	0.9	2.6	-8	0.9	-6	-1.7	-5	-0.3	-8	5
CCOC(=O)N1CCN(C(=O)CSc2ccc(-c3ccc(OC)cc3)nn2)CC1	1	0.6	-7	1	0	0.1	-3	0.0	0	8
O=C(O)C1CCCN1S(=O)(=O)c1cccc2nsnc12 (stereo unspecified)	1	1.0	-7	1	-1	-0.3	1	-0.4	-16	13
COCCN1C(=O)c2ccc(C(=O)NCc3cccnc3)cc2C1=O	0.9	0.1	-11	0.9	-3	-3.3	-4	-0.1	21	-6
Cc1cccc(OC(=O)c2cncc(Br)c2)c1	1.1	2.3	-7	1	3	-0.5	-12	-0.3	3	0
Fc1ccccc1Nc1nc2c(s1)CCc1ccccc1-2	0.4	1.3	-13	0.7	-6	-0.5	0	0.0	9	9
O/N=C1\CC2(Cc3nonc31)OCCO2	1	1.9	-4	1	-5	1.9	-2	0.3	-8	-3
Cc1nc(Nc2ccc(C(=O)O)cc2)sc1-c1ccccc1	1	3.2	-12	1	-2	-1.2	-6	0.0	-10	21
Cc1ccsc1C(=O)OCC(=O)NCCC1=CCCCC1	0.9	0.6	-8	0.8	-5	0.6	0	-0.4	8	-3
Cc1ccc(CNC(=S)NCc2ccncc2)cc1	1	0.6	-8	1	-2	0.2	1	-0.3	-1	-9
COc1ccc(Cl)cc1NC(=O)C(C)N1CCc2ccccc21 (stereo unspecified)	0.9	5.7	0	1.1	-3	-0.6	-5	-0.1	17	17
CC(C)(C)c1ccc(C(=O)Nc2sc3c(c2C(=O)O)CCC3)cc1	0.8	0.7	-11	0.9	-2	0.2	-7	-0.5	-9	0
Cn1c(Cl)nc2c1c(=O)n(Cc1cccc(Br)c1)c(=O)n2C	0.8	0.6	5	0.8	1	-1.3	-10	0.0	/	10
CCOC(=O)NC(=O)CSc1nnnn1-c1ccccc1	0.9	0.2	-6	0.9	-1	-3.8	-1	-0.1	-21	-9
C/C(=N/NC(=O)CNc1ccc(Cl)cc1C)c1ccc(C)cc1	0.9	3.1	-10	0.9	-4	0.4	-1	-0.4	-12	-2
CC(C)=C1C2CCC1C1C(=O)N(NC(=O)c3ccco3)C(=O)C21 (stereo unspecified)	0.9	-1.1	-8	1	-3	-0.1	-2	-0.2	13	-5
COc1ccc2c(c1)c1c3n2CCN(C)C3=NCC1	1	1.8	1	1.1	-8	2.2	-1	-0.1	19	-1
COc1cc(NC(=O)CN2CCN(S(=O)(=O)c3ccc(C(C)C)cc3)CC2)cc(OC)c1	0.9	3.6	-15	0.8	-8	2.0	1	-0.3	-17	4
O=C(CNC(=S)NC(=O)c1ccccc1Br)c1ccccc1	1.3	7.3	-11	1.5	-5	-1.0	-3	-0.1	7	8
CCc1ncc(C(O)c2cccc3ccccc23)n1C (stereo unspecified)	1	1.0	-11	1	-3	1.8	-5	-0.2	13	0
CC1=C(C(=O)OCC2CCCO2)C(c2coc3ccccc3c2=O)C2=C(CC(C)(C)CC2=O)N1 (stereo unspecified)	1	0.1	-2	1.1	-1	-0.4	-4	0.2	4	6
COc1ccc(NC(=O)CCCn2c(=O)c3sccc3n(Cc3ccc(C)cc3)c2=O)cc1	0.9	0.5	-6	0.8	3	0.4	-6	-0.3	18	22

Random excerpt: two records from the list.
SMILES	PMI act satM6P	RAM network inh	TNAP inh no acc	PMI activator	TNAP inh hi DEA	Redox H2O2 prof	Efa HMGR inh	Hsp70 activator	S1P3 antagonist	Lmaj promast
CC(C)(C)c1ccc(C(=O)Nc2sc3c(c2C(=O)O)CCC3)cc1	0.8	0.7	-11	0.9	-2	0.2	-7	-0.5	-9	0
Cc1cccc(OC(=O)c2cncc(Br)c2)c1	1.1	2.3	-7	1	3	-0.5	-12	-0.3	3	0

New compounds follow.
SMILES	PMI act satM6P	RAM network inh	TNAP inh no acc	PMI activator	TNAP inh hi DEA	Redox H2O2 prof	Efa HMGR inh	Hsp70 activator	S1P3 antagonist	Lmaj promast
COc1ccc(-c2cc(-c3ccccc3)nc(N3CCCC3)n2)cc1OC	1.1	3.0	-4	1	2	-0.6	-2	-0.4	15	7
O=C(CCC(=O)Nc1ccccc1)NNS(=O)(=O)c1ccccc1[N+](=O)[O-]	1	0.2	-6	1	-1	-1.8	0	0.1	-14	-4
CC(C)C(NC(=O)c1ccccc1)C(=O)NCc1ccccn1 (stereo unspecified)	1	0.2	3	1	-3	0.8	-6	0.8	-6	-6
Oc1ccccc1-c1nc(NCC2CCCO2)c2ccccc2n1 (stereo unspecified)	0.8	0.8	-4	0.8	-1	-0.8	-4	-0.1	5	30
O=C(O)C1CC=CCC1C(=O)Nc1cccc(Cl)c1Cl (stereo unspecified)	1.1	0.8	-12	1	-5	0.1	2	0.2	-14	-1
CN(NS(C)(=O)=O)c1c(C#N)c(C(F)(F)F)nn1C	1	0.0	-1	1.1	-4	0.0	3	-0.1	-6	-9
O=C(Nc1ccc2nn(-c3ccccc3)nc2c1)c1ccc2c(c1)OCCO2	1	5.8	-14	1	-4	3.2	0	-0.1	21	2
Cc1ccc2sc(NC(=O)CN3C(=O)c4ccccc4C3=O)nc2c1C	1	7.0	-3	1	4	0.4	6	-0.2	-10	-3
Cc1cc(C)c(C#N)c(SCc2ccccc2F)n1	0.9	1.4	-8	0.9	-6	0.0	0	0.0	5	0
O=C(OCCCN1C(=O)c2ccccc2C1=O)c1ccco1	1	0.9	-16	1	-4	2.5	2	-0.2	7	-4
Cc1ccc(-n2c(C)c3c(C)nnc(C)c3c2C)cc1N	0.6	1.5	-14	0.9	-5	-0.6	-3	0.0	2	6
COc1ccc(CC(NC(C)=O)C(=O)NC2CCN(c3nnnn3-c3ccccc3)CC2)cc1 (stereo unspecified)	1	0.6	-14	1.1	-6	0.3	1	-0.3	9	-6
CCN(CC)CCn1c2ccc(F)cc2c2nc(C)sc21	1.1	0.2	-9	1	-6	0.3	-10	0.1	/	6
COC(=O)c1cc(=O)n(Cc2ccc3c(c2)OCO3)c(=Nc2ccc(F)cc2)s1	1	3.7	-16	0.9	-7	-2.6	2	0.0	/	87*
Cc1ccc(CNC(=O)c2cc3c(=O)n4ccccc4nc3n(Cc3ccco3)c2=N)cc1	1.2	/	-1	1.2	4	/	/	/	/	/
COc1ccc(CCN2C(=O)C3C4C=CC(C3C2=O)C2C(=O)N(CCc3ccc(OC)c(OC)c3)C(=O)C42)cc1OC (stereo unspecified)	0.9	3.1	1	0.8	-6	0.9	-2	-0.5	/	8
CCOC(=O)CC(NS(=O)(=O)Cc1ccccc1)c1ccc(C)cc1 (stereo unspecified)	0.9	0.7	-12	0.8	2	0.3	-4	0.0	7	59*
O=C(Nc1cn(-c2ccccc2)nc1-c1ccc(Cl)cc1)c1ccccc1	1	2.2	-1	1	-3	0.4	1	-0.4	-6	18
O=C(CSc1nnc(Cn2c(=O)sc3ccccc32)n1-c1ccccc1)N1CCCC1	0.9	-0.6	-15	1	-6	-0.4	-7	-0.4	17	-5
Cc1cc(C)cc(NC(=O)C(=O)NCC2CCCO2)c1 (stereo unspecified)	1.1	-0.8	-2	1.1	0	-2.2	-1	-0.2	-5	-5
Cc1nc2c(ccc3c2ccc2nc(C)sc23)s1	1.1	1.9	-13	1	-9	0.7	0	-0.4	/	0
C=CCOCCN1C(=O)C2C3C=CC(C2C1=O)C1C2C(=O)N(CCOCC=C)C(=O)C2C31 (stereo unspecified)	1.1	1.4	9	1.2	-1	-1.7	-1	-0.1	-5	-6

Compound activity: PubChem BioAssay, several laboratories
